# Screening data deposited in PubChem by several laboratories.
# CF NFkB inh = cystic fibrosis NF-kB activation inhibition; AID 588850; actives 0.86% (n = 360,000); KKLEB NF-kB-GFP reporter, PAF-induced, GFP fluorescence overnight; inhibition, % at 5 µM;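 active = at least 50% inhibition at 5 µM, scaled per plate between neutral and stimulator controls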;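 also: PAF is a Pseudomonas aeruginosa culture filtrate used as stimulus; plate controls were PAF-stimulated DMSO wells for no effect and unstimulated DMSO wells for full effect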
# TROY NFkB inh = blocks TROY-dependent signaling in reporter cells. Q293 LMP1-TROYcd NF-kB luciferase reporter, 4 h. inhibition, % at 10 µM. actives 0.98% (n = 360,000). AID 1347056;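 active = compounds whose plate-normalised and pattern-corrected inhibition of the luciferase reporter signal at the single screening dose is 50% or more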
# TRAIL sens C8 = caspase-8 TRAIL sensitization; NB7+C8 cells + TRAIL, ATPlite viability luminescence; inhibition (viability loss, TRAIL sensitization), % at 10 µM; actives 1% (n = 360,000);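 active = compounds causing at least 50% loss of cell viability in the single-dose screen, relative to plate controls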
# Shn3 inh set2 = Schnurri-3 reporter inhibition in Clone20 osteoblasts; Clone20 osteoblast Shn3 3'UTR firefly luciferase, 24 h; inhibition, % at 12.5 µM; actives 0.52% (n = 360,000); AID 588674;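 active = mean inhibition of at least 75% with every replicate also reaching 75%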;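 also: 0% = median of neutral control wells and 100% = pilot-screen positive control compound; some compounds past the cut are filed as inactive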
# NR2E3 ag-1 = agonists of human nuclear receptor NR2E3; actives 0.12% (n = 320,000); GST-NR2E3/biotin-RetCOR TR-FRET, 1536-well; inhibition of corepressor binding, % at 4.78 µM; AID 2300;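 active = percent inhibition above the cutoff of mean plus 3 SD of all tested compounds, set per screening campaign, cut at about 20% in these data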;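 also: 0% = DMSO wells and 100% = biotin wells as full block of FRET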
# Target sequence (Q9Y5X4 whole entry, looked up): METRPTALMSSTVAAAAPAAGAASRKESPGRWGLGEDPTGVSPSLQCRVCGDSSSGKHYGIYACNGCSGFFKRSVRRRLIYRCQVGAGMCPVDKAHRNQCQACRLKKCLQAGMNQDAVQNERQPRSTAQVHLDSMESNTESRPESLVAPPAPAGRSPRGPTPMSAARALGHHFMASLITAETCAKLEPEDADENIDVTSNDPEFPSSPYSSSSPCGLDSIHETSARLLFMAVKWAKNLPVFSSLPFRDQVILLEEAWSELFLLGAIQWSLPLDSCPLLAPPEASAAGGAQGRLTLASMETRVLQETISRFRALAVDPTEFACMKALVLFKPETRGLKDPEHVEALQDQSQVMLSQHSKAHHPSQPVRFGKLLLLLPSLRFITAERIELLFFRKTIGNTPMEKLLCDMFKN
#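 Material – GST-tagged NR2E3 plus biotinylated RetCOR corepressor · Quantity – NR2E3 fusion 1.35 nM · Times – 5 h incubation at 4 °C · Medium – pH 7.5 Tris-based buffer · Technique – TR-FRET, Eu(K)-anti-GST donor, streptavidin-D2 acceptor, ex 340, em 617/671 nm · Benchmarks – high control biotin, low control 0.6% DMSO · Format – 1536-well plates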
# NR2E3 ag-2 = human photoreceptor-specific nuclear receptor agonism; Q9Y5X4; CHO-S Gal4-NCOR/VP16-NR2E3 two-hybrid, luciferase; inhibition of corepressor binding, % at 3.98 µM; actives 0.35% (n = 360,000); AID 602229;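 active = inhibition above the mean of all tested compounds plus 3 SD, cut at about 70% in these data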;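 also: 0% = DMSO with NR2E3 transfected cells and 100% = cells lacking NR2E3 construct; higher means lower luciferase signal from less NR2E3 corepressor binding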
# TWEAK-Fn14 inh = blocks TWEAK-Fn14 interaction in a reporter cell assay; TWEAK-stimulated Fn14 reporter cells, luciferase luminescence, 8 h; inhibition, % at 10 µM; actives 2% (n = 360,000); in the data active = inhibition above about 50%
# Peg3 promoter = inhibitors of Peg3 promoter. HeLa PEG-Prom luciferase reporter, luminescence, overnight. inhibition, % at 20 µM. actives 1.7% (n = 360,000). AID 588405;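 active = inhibition of at least 50% at 20 µM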
# KKLEB tox = reduces viability of KKLEB cystic fibrosis airway cells. actives 0.36% (n = 360,000). KKLEB CF airway cells viability, ATPlite luminescence, overnight; stronger effect = lower value; cells stimulated with P. aeruginosa culture filtrate. activity change (cytotoxicity), % at 5 µM;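 active = corrected activity change at or below -50% at 5 µM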
# HIF-2a block = blocks HIF-2a reporter activity | actives 0.72% (n = 360,000) | 786-0 RCC cells HIF-2a reporter, luciferase luminescence, overnight | inhibition, % at 18.8 µM;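 active = inhibition of the luminescence signal of 40% or more relative to plate controls, in a single-dose primary screen at 18.75 µM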
# MITF TRPM1 inh = MITF TRPM1 promoter inhibition in SK-MEL-5 cells; SK-MEL-5 TRPM1 promoter luciferase, 24 h; inhibition, % at 12.5 µM; actives 0.83% (n = 330,000); AID 488899;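 active = mean inhibition across replicates of 60% or more, whatever share of single replicates reaches that level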; also: values of inactives mirror those of a sister screen read the other way
# The depositor's hits bear a star; / = no result given. A portion of the library, so the mix of outcomes need not match the whole.
SMILES,CF NFkB inh,TROY NFkB inh,TRAIL sens C8,Shn3 inh set2,NR2E3 ag-1,NR2E3 ag-2,TWEAK-Fn14 inh,Peg3 promoter,KKLEB tox,HIF-2a block,MITF TRPM1 inh
CCOCCCNC(=O)CN1C(=O)CSc2cc(S(=O)(=O)N3CCCCCC3)ccc21,6.9,5.5,14.1,3.6,6.1,-39.7,1.9,16.6,-3.7,14.8,-10.6
CCCn1nnnc1SCC(=O)Nc1nnc(CC)s1,9.1,-0.7,-4.6,-9.2,-6.4,10.4,-1.7,2.4,7.8,7.8,11.6
O=[N+]([O-])c1cccc(S(=O)(=O)[N-]c2nc3ccccc3nc2-n2cc[n+](Cc3ccccc3)c2)c1,-1.4,-33.9,-15.7,9.8,-0.7,-1.4,-33.1,9.6,0.0,6.6,-10.3
COc1ccc(-c2noc(CNS(=O)(=O)c3ccc(NC(C)=O)cc3)n2)cc1OC,-4.6,6.4,-9.9,-1.2,-1.8,-26.4,3.0,0.6,7.5,8.8,0.8
COc1ccc(-n2c(SCC(=O)NCC3CCCO3)nc3c(c2=O)SCC3)cc1OC (stereo not given),-3.3,4.3,-7.5,-5.3,0.1,-26.8,4.6,6.7,-2.2,13.9,2.4
Clc1cccc(Cl)c1COc1ccccn1,8.1,-2.3,4.7,3.3,1.4,8.8,6.4,-0.6,-4.4,17.4,4.4
O=C(CN1CCc2ccccc21)NC(c1ccccc1)c1ccccc1,-3.5,8.4,-11.3,6.3,-9.3,5.5,-19.6,7.3,1.7,13.9,14.6
CCN(CC(=O)Nc1ccc2c(c1)OCCO2)C(=O)/C=C/c1cc(Br)ccc1OC,-10.7,-2.0,13.8,9.3,/,-11.7,12.9,10.9,-2.7,4.6,/
CCCNC(=O)C1(C)CCN(C(=O)c2ccc3ccccc3c2)C1 (stereo not given),-9.4,21.1,7.0,7.2,/,-2.4,-8.0,-0.5,10.2,12.1,/
Cc1ccccc1NC(=S)NC(=O)c1cc(-c2ccccc2)nc2ccccc12,1.4,-13.5,-5.9,17.9,-0.6,-25.2,-8.4,27.1,-6.0,8.4,3.5
O=C(OCc1cn(Cc2ccccc2)nn1)c1ccccc1,-9.4,-26.9,-23.0,-14.4,0.6,-21.4,-4.3,-34.4,-14.6,3.7,-11.2
CCOc1cc(C(=O)N/N=C/c2cn(-c3ccccc3)nc2-c2cc3ccccc3o2)cc(OCC)c1OCC,5.2,-22.3,13.2,-106.1,/,-130.1,-5.2,-311.0,-4.5,-249.0,-56.9
CC(=O)c1ccc(NS(=O)(=O)c2ccccc2)cc1,-16.8,-19.2,-7.2,3.0,-4.3,-1.2,7.0,-16.6,12.3,-4.5,-5.9
Cc1ccc(NC(=O)c2ccccc2)s1,0.5,-47.1,53.0*,-72.5,-1.2,-110.2,22.9,-100.7,-2.6,-169.9,-36.7
COc1cc(C(=O)NCCCN2CCCC2=O)ccc1OCc1ccc(Cl)cc1Cl,5.7,6.6,-7.1,13.6,/,-22.5,-11.7,10.0,-8.4,-20.6,-16.3
Cc1ccc(NC(=S)NCC2CCCO2)cc1C (stereo not given),-8.1,-1.4,-7.0,4.0,-1.0,-8.5,-3.7,-7.8,14.8,-4.5,-2.4
Cc1c(C)c2ccc(OCC(=O)NC(Cc3ccc(Cl)cc3)C(=O)O)cc2oc1=O (stereo not given),12.4,-7.7,-2.2,12.4,0.7,-16.4,-11.4,2.8,-19.5,10.1,1.3
CN1/C(=C/C=C/c2n(C)c3cc([N+](=O)[O-])c([N+](=O)[O-])cc3[n+]2C)C(C)(C)c2ccccc21,-7.9,22.9,13.5,35.8,/,7.7,9.9,37.5,9.5,31.2,/
Cc1ccccc1C(=O)NC1CCN(CC(=O)Nc2ccc3c(c2)OCCO3)CC1,-15.9,18.6,1.0,0.6,2.5,-15.8,36.5,4.6,21.5,7.0,2.7
COc1cccc(C(=O)CSc2nnnn2C2CCCCC2)c1,5.8,-43.8,2.3,-26.9,0.7,-30.0,-11.1,-87.1,-1.7,-117.7,-25.2
O=C(C=Cc1ccccc1F)c1ccccc1,-6.6,-12.3,15.0,-20.9,/,-24.0,30.9,11.5,-0.7,-45.4,/
CCCC1NC(=O)c2cccnc2-n2c1nc1ccc(C)cc1c2=O (stereo not given),-20.3,7.2,-7.7,-2.7,/,-4.8,17.2,-8.5,15.4,-3.8,/
CCc1cccc(NC(=O)COc2ccccc2)c1,2.5,-14.4,2.1,-4.8,-1.5,0.7,-12.9,-105.1,-5.4,-111.4,-21.0
CCCCC1=CC2=CC(=O)C(C)(OC(=O)CC)C(=O)C2=CN1CCCOC(C)C (stereo not given),-1.2,10.5,-4.8,0.1,6.6,-8.8,1.3,-7.3,-2.3,-4.9,3.9
c1sc2[n+](c1C13CC4CC(CC(C4)C1)C3)CCS2,3.0,13.5,3.7,7.5,1.1,7.5,-6.0,9.9,4.1,7.5,-1.7
CCOC(=O)[C@H]1[C@H]2COc3ccc(Cl)cc3[C@@H]2N2C(=O)CN(Cc3ccco3)C(=O)[C@@]12C,23.9,6.0,3.7,-10.0,8.1,-11.6,-12.3,4.7,-15.4,-11.6,-7.7
C/C(=N/OCC(=O)Nc1ccccc1)c1cccs1,6.2,-37.5,7.1,-19.6,-2.2,-3.2,-30.5,-167.9,3.2,-51.7,-66.8
O=C(COc1ccc2c(-c3ccccc3)cc(=O)oc2c1)Nc1ccc(CCO)cc1,-6.3,13.2,30.6,76.8,-16.0,-15.2,22.2,5.3,-1.0,-0.5,5.1
O=c1[nH]c(COc2ccc(Cl)cc2Br)nc2ccccc12,0.9,-36.4,16.1,-186.7,2.3,-102.2,9.8,-279.3,7.6,-321.3,-63.6
CC(=NCc1ccco1)c1c(C)[nH]n(-c2nc3ccccc3s2)c1=O,7.7,83.9*,30.6,-16.1,-1.6,25.9,90.5*,-38.2,-2.0,-33.2,14.1
CC(NC(=O)Cc1ccc(F)cc1)C(c1cccs1)N1CCN(C)CC1 (stereo not given),0.4,-8.5,-6.0,-4.7,1.2,22.4,-1.4,16.1,-13.9,-18.0,-1.3
Cc1cccc(N=C2NN=C(c3c(C)[nH]c4ccccc34)CS2)c1,-15.7,17.0,-6.2,44.4,-0.6,-10.0,15.3,31.2,16.1,-16.7,12.9
CCOc1nc(NC(=O)NC(=O)c2ccccc2)nc(-c2ccccc2)n1,-27.0,-28.9,-3.7,-14.0,2.0,19.0,4.8,9.7,-8.1,6.2,-14.4
COc1cc(C2C(C#N)=C(N)OC3=C2C(=O)CC(C)(C)C3)cc([N+](=O)[O-])c1O (stereo not given),-19.9,13.2,-12.5,0.0,4.8,9.8,21.9,3.7,13.0,22.2,10.0
COc1cc2c(cc1OC)C(C)N(C(=O)CCc1c[nH]c3ccccc13)CC2 (stereo not given),8.2,1.4,-0.1,2.6,-1.0,-12.5,-3.3,25.3,-12.1,7.5,8.8
Cc1ccc(SCC(=O)Nc2ccc(N3CCN(C)CC3)c(F)c2)c(C)c1,-4.4,-6.5,21.0,-3.5,-3.0,-20.6,-22.6,-20.8,0.0,-54.3,-11.2
O=S(=O)(NCCc1nnc2ccc(SCc3cccnc3)nn12)c1ccccc1,6.8,-6.9,1.0,-6.8,-0.1,30.5,-2.2,0.6,-1.8,5.6,-1.1
CC(=O)Nc1c(-c2ccccc2)c2cc(Br)ccc2[nH]c1=O,3.9,13.9,1.1,-6.2,-1.9,-18.3,-6.4,20.3,14.2,20.6,0.9
N#C/C(=N\Nc1cccc(F)c1)C(=O)C1CC1,10.1,21.1,12.9,8.1,0.5,-41.3,7.8,7.6,1.7,-26.8,-0.3
Cc1c(Cl)cccc1NC(=O)CCCN1C(=O)c2cccnc2C1=O,-13.8,3.3,11.8,-0.1,4.7,-2.8,-1.7,10.7,-3.5,0.6,-0.6
COC(=O)c1c(NC(=O)CN(c2ccccc2)S(C)(=O)=O)sc2c1CCCC2,-7.3,10.9,-1.3,-9.9,-2.6,-6.8,25.2,18.8,7.5,15.0,9.9
CCn1ccnc1CN(C)Cc1nc(CCC(C)C)no1,-3.0,-14.4,-2.0,-16.2,0.5,-46.4,-13.7,-12.0,3.9,-40.0,3.6
CCOC(=O)N1CCC(N2C(=O)c3ccc(C(=O)NCCOC)cc3C2=O)CC1,10.1,2.4,-2.9,19.0,-0.4,-3.8,2.3,-2.6,0.0,1.7,6.7
O=C(O)CSc1nnc(SCc2cccc3ccccc23)s1,1.6,-44.1,-2.7,7.7,-2.9,-49.2,-5.0,-7.8,-3.4,16.4,6.3
COc1ccc(-c2ccoc2)cc1[C@H]1[C@H]2C=CC[C@@H](C)[C@@H]2C(=O)N1Cc1ccccc1,13.7,7.1,10.5,8.4,-0.3,3.4,30.9,15.1,10.9,20.0,0.9
Cc1ccc(NC(=O)Cn2nc(C)c([N+](=O)[O-])c2C)cc1C,2.3,-50.7,3.4,-30.4,0.0,-25.6,10.3,3.0,-4.8,13.9,12.9
N/C(=C/C(=O)c1ccccc1O)C(F)(F)F,9.2,3.7,0.6,-13.9,2.2,-4.9,-3.0,5.4,8.9,21.1,-0.6
CC(=O)Nc1ccc(NCCc2ccco2)cc1,-12.1,3.3,-1.2,-45.4,/,-14.9,-12.8,-28.9,-22.5,-39.3,/
CCOc1ccccc1NC(=O)CCSc1nc2n[nH]c(C)c2c(=N)n1-c1ccccc1Cl,35.3,0.0,23.0,22.0,25.5*,-30.4,22.1,29.3,-40.5,16.2,5.7
Cn1nnnc1NC(=O)c1ccccc1Cl,19.3,3.7,-13.7,21.6,5.3,5.6,8.4,5.0,-1.8,17.7,10.6
O=[N+]([O-])c1ccc(OCCN2CCNCC2)cc1,-13.5,-2.2,5.2,-4.7,3.0,2.0,3.2,15.8,-4.0,15.5,18.2
CC1(C)CC(n2c(=S)[nH]c3ccccc3c2=O)CCO1 (stereo not given),8.5,-0.9,4.3,16.8,0.1,-2.6,-3.4,15.2,-3.7,15.6,-16.4

# Whole records, looked up by structure. Values in the order: CF NFkB inh, TROY NFkB inh, TRAIL sens C8, Shn3 inh set2, NR2E3 ag-1, NR2E3 ag-2, TWEAK-Fn14 inh, Peg3 promoter, KKLEB tox, HIF-2a block, MITF TRPM1 inh
# `CCc1cccc(NC(=O)COc2ccccc2)c1` is listed as 2.5, -14.4, 2.1, -4.8, -1.5, 0.7, -12.9, -105.1, -5.4, -111.4, -21.0
# `CCCC1NC(=O)c2cccnc2-n2c1nc1ccc(C)cc1c2=O` (stereo not given) is listed as -20.3, 7.2, -7.7, -2.7, /, -4.8, 17.2, -8.5, 15.4, -3.8, /
# `O=[N+]([O-])c1ccc(OCCN2CCNCC2)cc1` is listed as -13.5, -2.2, 5.2, -4.7, 3.0, 2.0, 3.2, 15.8, -4.0, 15.5, 18.2
# `CC(NC(=O)Cc1ccc(F)cc1)C(c1cccs1)N1CCN(C)CC1` (stereo not given) is listed as 0.4, -8.5, -6.0, -4.7, 1.2, 22.4, -1.4, 16.1, -13.9, -18.0, -1.3
